B2AR arrestin – qHTS assay of beta-arrestin-biased ligands of beta2-adrenergic receptor; 0.02% of 330,000 active; beta-arrestin recruitment to beta2AR, cell-based reporter; AID 492947, 2010; Potency, µM (doses to about 46.1 µM), inactives show at the top dose activation, hits mostly activators; Beta-2 adrenergic receptor (Homo sapiens), P07550;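 further: potency means the concentration at half of the fitted maximal effect; 0% = DMSO controls and full agonism = EC100 isoproterenol or metaproterenol; nearly all actives have a fitted effect of over 65% in size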
Target sequence (P07550 whole entry, looked up): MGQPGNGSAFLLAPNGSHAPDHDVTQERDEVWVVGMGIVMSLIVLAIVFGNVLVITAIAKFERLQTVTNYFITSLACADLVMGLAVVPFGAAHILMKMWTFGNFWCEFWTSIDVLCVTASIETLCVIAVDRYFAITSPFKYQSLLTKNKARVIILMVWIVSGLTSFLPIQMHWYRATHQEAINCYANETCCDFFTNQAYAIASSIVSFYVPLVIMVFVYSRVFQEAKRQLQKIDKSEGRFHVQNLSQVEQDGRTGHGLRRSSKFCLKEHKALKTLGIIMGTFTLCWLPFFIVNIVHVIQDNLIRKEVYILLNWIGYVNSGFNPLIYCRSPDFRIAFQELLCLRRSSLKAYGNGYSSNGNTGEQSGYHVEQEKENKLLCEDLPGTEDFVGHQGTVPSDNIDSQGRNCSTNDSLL
ASM inhibitor – Inhibitors of Secretory Acid Sphingomyelinase (S-ASM): qHTS. placental ASM, HMU-PC fluorogenic substrate, 60 min. Potency, µM (doses to about 57.5 µM), for inactives: top-dose activity change, negative = inhibition, hits mostly inhibitors. 0.006% of 340,000 active; further: potency means the concentration at half of the fitted maximal effect
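Human placenta-derived ASM enzyme was preincubated with compound for 10 minutes at room temperature, then given fluorogenic substrate HMU-PC0 (9 uM final) for 60 minutes at 37 °C; a pH 10 stop preceded fluorescence reading at Ex 386/Em 447 nm.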
PTAP TSG101 blk – qHTS Assay for Iinhibitors of HIV-1 Budding by Blocking the Interaction of PTAP/TSG101 | Tumor susceptibility gene 101 protein (Homo sapiens), Q99816 | Fluorescence polarization, FITC-PTAP peptide / Tsg101 binding | Potency, µM (doses to about 115 µM), for inactives: at the top dose activity change, negative = inhibition, hits mostly inhibitors | 340,000 tested, under 10 active | AID 493005, 2010; active means well fitted inhibition curve with a large enough effect in the main read-out, with a control signal flat, not every such curve was filed as active; inconclusive means small, poorly fitted or top-dose-only effect, or effect the other way, or a change in a side signal; inactive means no such curve, though single readings can be large or run the other way; further: potency means the concentration at half of the fitted maximal effect; % of control where 0% means no effect
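Fluorescence polarization binding of Tsg101 binding domain (10 uM final) to FITC-labeled PTAP peptide (50 nM final) in HEPES pH 7.5 buffer with NaCl, Tween 20, EDTA, TCEP. Compounds added before peptide; binding 20 min at RT.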
Menin-MLL TR inh – qHTS Assay for Inhibitors Targeting the Menin-MLL Interaction in MLL Related Leukemias: Competition With Texas Red Labeled MLL-derived Mutant Peptide; AID 1768, 2009; O00255; 0.23% of 270,000 active; Potency, µM (highest dose often 61.6 µM), without a hit: at the top dose FP activity change, negative = inhibition, most hits filed as inhibitors; Menin + Texas Red MLL mutant peptide, fluorescence polarization; active means well fitted inhibition curve with a large enough effect in the polarisation, with a control signal flat, not every such curve was filed as active; inconclusive means small, poorly fitted or top-dose-only effect, or effect the other way, or a change in a side signal; inactive means no such curve, though single readings can be large or run the other way; the % refers to the polarisation; further: potency means the concentration at half of the fitted maximal effect; % of control where 0% means no effect; many of its hits are not listed in these tables
FBPA coupling cs – qHTS Assay for Inhibitors of Fructose-1,6-bisphosphate Aldolase from Giardia Lamblia: Coupling assay counterscreen. coupling enzyme system counterscreen, AmpLite Red fluorescence. activity change, negative = inhibition, % at 58.2 µM, hits read low. 0.67% of 290,000 active; in the data active means activity change below about -30%; further: on the % scale 0 is the no-effect control and ±100 the full control effect
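Coupling enzymes only (glyceraldehyde-3-phosphate) + compound, at 57.5 uM final, 10 min RT; add substrate/coupling/AmpLite Red mix, 20 min RT; fluorescence ex 525/em 598 nm. Actives flag coupling-system interference.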
BCR signal inh – qHTS Assay to Find Inhibitors of Chronic Active B-Cell Receptor Signaling | Potency, µM (series often up to 46.1 µM), for the others: at the top dose ratio change, negative = lower green/red ratio, hits mostly inhibitors | 0.05% of 340,000 active | ABC-DLBCL IkBa-CBG/CBR reporter, luminescence ratio, 4 h; active means well fitted inhibition curve with a large enough effect in the signal ratio, with a control signal flat, not every such curve was filed as active; inconclusive means small, poorly fitted or top-dose-only effect, or effect the other way, or a change in a side signal; the % refers to the signal ratio;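 further: potency means the concentration at half of the fitted maximal effect; plate controls were basal doxycycline-induced cells for no effect and cells given 10 µM MG132 for full effect; MG132 reads +100%, hits lower the ratio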
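TMD8 ABC-DLBCL cells carrying doxycycline-inducible green luciferase fused to IkappaBalpha plus unfused red luciferase were exposed to compounds (up to 46 uM) for 4 hrs at 37C. Activity came from the overlap-corrected green/red luminescence ratio.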
Giardia killer – Small Molecules that selectively kill Giardia lamblia: qHTS; Giardia lamblia trophozoite viability; activity change, % at 7.66 µM, hits read low; AID 540267, 2011; 0.15% of 340,000 active; in the data active means activity change below about -80%; inconclusive means between about -30% and that limit;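 further: parasites exposed to compound for two days anaerobically before the ATP read; on the % scale 0 is the no-effect control and ±100 the full control effect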
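Luminescent ATP signal served as the viability read-out, measured 15-30 min after adding ATP detection reagent to trophozoites that had been incubated with compounds for 48 hrs at 37 deg C anaerobically at 100 cells/well.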
PKM2 act – qHTS Assay for Activators of Human Muscle isoform 2 Pyruvate Kinase | Pyruvate kinase PKM (Homo sapiens), P14618 | purified PKM2, Kinase-Glo ATP luminescence, activation; response scale: 0% is enzyme alone, no compound | Potency, µM (titrated, usually from 57.5 µM), for inactives: at the top dose activation, hits mostly activators | 0.34% of 260,000 active; further: potency means the concentration at half of the fitted maximal effect; on the % scale 0 is the no-effect control and ±100 the full control effect; nearly all actives have a fitted effect of over 55% in size
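hPK-M2, >95% pure; 0.1 mM ADP / 0.5 mM PEP final; imidazole pH7.2 buffer w/ 7 mM MgCl2, 50 mM KCl; 1 h RT; Kinase-Glo lum. Intermediate enzyme activity for dual inhibitor/activator qHTS.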
Tb PFK inh – qHTS Assay to Find Inhibitors of T. brucei phosphofructokinase. 0.17% of 330,000 active. Potency, µM (doses to about 57.5 µM), inactives show at the top dose activity, negative = inhibition, hits mostly inhibitors. ATP-dependent 6-phosphofructokinase (Trypanosoma brucei brucei), O15648. T. brucei PFK, ADP-Glo luminescence. AID 485367, 2010;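 further: potency means the concentration at half of the fitted maximal effect; 0% = uninhibited 1x PFK enzyme wells and -100% = no-enzyme wells; nearly all actives have a fitted effect of over 60% in size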
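Compounds were pin-transferred as a titration series up to 57 uM into substrate buffer (0.5 mM F6P, 0.1 mM ATP, pH 8.0), then 1.25 nM PFK was added and reactions ran 45 min before ADP-Glo detection.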
Integrin act MD – qHTS for Activators of Integrin-Mediated Alleviation for Muscular Dystrophy | alpha7betagal myoblasts, beta-gal FDG fluorescence, 48 h | Potency, µM (series often up to 38.3 µM), without a hit: at the top dose activation, usual class: activators | 0.064% of 350,000 active | AID 624291, 2012;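 further: potency means the concentration at half of the fitted maximal effect; 100% = response of the positive control SU9516; nearly all actives have a fitted effect of over 60% in size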
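Alpha7betagal+/- myoblasts (passage 13) were plated 16-24 hr, then exposed to compounds (1:260 dilution of DMSO stock) for 48 hours at 37C. After MPER lysis, β-galactosidase reporter activity was read as FDG fluorescence (ex 480/em 540) after 30 minutes.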
GALK inh – qHTS Assay for Inhibitors of Human Galactokinase (GALK); Potency, µM (titrated, usually from 57.5 µM), for the others: at the highest dose activity change, negative = inhibition, usual class: inhibitors; 0.007% of 270,000 active; AID 1868, 2009; P51570; Purified GALK, Kinase-Glo residual ATP luminescence; further: potency means the concentration at half of the fitted maximal effect; on the % scale 0 is the no-effect control and ±100 the full control effect
Target sequence (P51570 whole entry, looked up): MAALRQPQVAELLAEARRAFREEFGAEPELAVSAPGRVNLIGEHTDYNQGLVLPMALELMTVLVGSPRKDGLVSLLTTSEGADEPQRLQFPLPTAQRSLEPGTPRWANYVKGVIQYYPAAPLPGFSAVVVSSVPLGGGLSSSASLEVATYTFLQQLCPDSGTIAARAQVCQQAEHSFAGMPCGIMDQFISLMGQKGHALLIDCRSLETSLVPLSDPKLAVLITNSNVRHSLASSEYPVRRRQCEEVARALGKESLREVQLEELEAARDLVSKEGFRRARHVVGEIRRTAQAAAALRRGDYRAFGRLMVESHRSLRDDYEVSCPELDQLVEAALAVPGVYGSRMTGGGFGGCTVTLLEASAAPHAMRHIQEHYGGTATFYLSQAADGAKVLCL
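Quantitative HTS: GALK 5 nM, ATP 35 uM, galactose 100 uM, 1 h room temperature, then luciferase-based ATP detection.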
Starred values were filed as active, the others as inactive; ? = inconclusive; nt = no result given; & = joins results of further samples; [ ] = another dose, or the depositor's remark. Unless noted, the call rests on the fitted dose curve; in most records, active means well fitted curve in the direction sought with a large enough effect; inconclusive means small, poorly fitted or top-dose-only effect, or another doubt; inactive means no such curve, though single readings can be large; an effect the other way counts as inactive or inconclusive. An excerpt (hit frequency here may not be typical).

compound	B2AR arrestin	ASM inhibitor	PTAP TSG101 blk	Menin-MLL TR inh	FBPA coupling cs	BCR signal inh	Giardia killer	PKM2 act	Tb PFK inh	Integrin act MD	GALK inh
O=C(Cc1cccs1)N(c1ccccc1)C1C=CS(=O)(=O)C1 (stereo not drawn)	0.0%	-1%	-2%	-15%	3	2%	10	-2%	-12%	0%	3%
Cc1ccc(/C=N/NC(=O)C[n+]2ccccc2)s1	0.3%	-2%	-1%	nt	2	8%	-6	-1%	-1%	10%	-2%
CC(Sc1nnc(-c2ccncc2)n1C)C(=O)Nc1nccs1 (stereo not drawn)	0.0%	5%	-2%	-16%	0	0%	-20	nt	3%	14%	4%
Cc1ccc(C2=NS(=O)(=O)N(C)C(C(=O)Nc3ccc4c(c3)OCO4)=C2)cc1	-0.1%	-17%	-6%	?	-5	-29%	-1	7%	1%	-21%	nt
Cc1ccc(SCC(=O)Nc2ncc(C)s2)cc1	-0.5%	-1%	-9%	6%	0	?	-4	15%	-9%	20%	-2%
CC1CN(Cc2nc3c(c(=O)n(C)c(=O)n3C)n2CCCO)CC(C)O1 (stereo not drawn)	0.0%	2%	-5%	5%	0	1%	1	-2%	4%	3%	8%
CS(=O)(=O)N(CC(=O)NC1CC2CCC1C2)c1ccc(Oc2ccccc2)cc1 (stereo not drawn)	0.2%	-2%	-2%	-12%	0	-1%	-3	-2%	-1%	14%	-1%
CCOc1ccccc1-n1nnnc1SCC(=O)NCc1ccco1	0.0%	-3%	-2%	-9%	0	1%	-9	6%	2%	9%	-2%
O=C1C(=O)N(CCO)C(c2ccccc2[N+](=O)[O-])/C1=C(\O)c1ccccc1 (stereo not drawn)	0.2%	1%	-3%	-2%	3	2%	18	nt	?	?	-2%
C/C(=N\NC(=O)c1cc(C)[nH]n1)c1ccc(-c2ccccc2)cc1	0.1%	0%	-3%	-17%	3	?	-10	2%	0%	9%	1%
Cc1ccccc1-c1nc(CS(=O)(=O)CC(=O)NC2CCCCC2C)c(C)o1 (stereo not drawn)	0.2%	-4%	-3%	-9%	7	-21%	-23	-1%	0%	?	6%
CCN(CC)C(=O)c1c(-c2ccccc2)oc2ccc(OC)cc12	5.8%	13%	1%	?	3	2%	-1	0%	0%	-12%	nt
COCCCn1c(SCC(=O)Nc2oc(C)c3c(C)n[nH]c(=O)c23)nc2sc3c(c2c1=O)CCC3	-0.2%	-1%	-4%	nt	nt	4%	11	nt	-1%	-21%	nt
O=C(O)Cn1nc(-c2ccccc2)ccc1=O	-0.5%	1%	2%	-9%	3	-5%	1	0%[11.5 µM]	3%	0%	-2%
CCOC(=O)c1[nH]c2cc3c(cc2c1NC(=O)CN1CCc2ccccc2C1)OCO3	-0.7%	-3%	-1%	24%	-6	-6%	12	2%	-5%	9%	3%
O=S(=O)(c1ccc(SCCOc2cccc(Br)c2)nc1)N1CCCC1	-0.7%	-3%	1%	nt	nt	?	-10	nt	-3%	-46%[inhibitor]	nt
Cc1nc2ccccc2n1Cc1ccc(Cl)cc1	-0.2%	1%	-2%	-23%&1%	1	-4%	-28	0%	-2%	nt	nt
C=C(C)CNC(=S)Nc1cccc(N)n1	-0.2%	3%	0%	-7%	-1	8%	-1	0%	0%	-15%	-1%
CS(=O)(=O)c1ccc(SCC(=O)NC2CCS(=O)(=O)C2)c([N+](=O)[O-])c1 (stereo not drawn)	0.0%	-1%	0%	8%	-2	0%	-3	-2%	-8%	9%	-1%
O=C(CSc1nnc(CNC(=O)c2cccc(C(F)(F)F)c2)o1)NCc1ccco1	-0.3%	0%	-1%	18%	-3	0%	13	-2%	1%	-1%	-3%
CC(C)N(Cc1nnc(-c2ccc(Cl)cc2)o1)C(=O)c1cc2ccccc2o1	0.0%	-7%	-2%	nt	nt	?	-16	nt	0%	-27%	nt
CCN(CC)CCNC(=O)c1ccc(NS(=O)(=O)c2ccc3c(c2)OCCO3)cc1	0.0%	-2%	0%	-5%	1	-1%	0	1%	1%	13%	-2%
Cc1ccc(OCC(=O)N2CCN(S(=O)(=O)c3ccccc3)CC2)c([N+](=O)[O-])n1	-0.4%	-1%	0%	-5%	0	-2%	-14	10%	-1%	13%	0%
NC(=O)c1cccc(NC(=O)CCCCC(=O)Nc2cccc(C(N)=O)c2)c1	-0.9%	1%	-6%	?	3	1%	0	nt	-12%	3%	nt
COc1cc(OC)cc(C(=O)N2CCN(C(=O)c3cccc(F)c3)CC2)c1	nt	-1%	-3%	-7%	1	nt	-17	0%	nt	4%	1%
CCN(c1ccccc1)S(=O)(=O)c1ccc(OC)c(NC(=O)C2CC2)c1	0.1%	-1%	1%	nt	nt	7%	-10	nt	-13%	30%	nt
O=C(Nc1ccc(N2CCCCC2)c(Cl)c1)c1ncn[nH]1	0.0%	-7%	-1%	?	4	?	-17	6%	0%	-5%	0%
COc1cccc(SCC2(O)CCN(C(=O)c3ccc(Cl)cc3)CC2)c1	0.0%	-4%	-5%	-15%	6	-1%	-12	3%	1%	-143%[inhibitor]	1%
O=C1[C@@H]2Cc3c([nH]c4ccccc34)CN2C(=O)CN1CCO	-0.2%	-3%	2%	-7%	1	?	-21	nt	4%	-37%	nt
CC(=O)Nc1ccc(S(=O)(=O)N2CCN(C(=O)c3ncoc3-c3ccc(C)cc3)CC2)cc1	-0.4%	2%	2%	-11%	0	5%	24	nt	15%	-10%	0%
CC(C)CSC1=NSC2=NC(=O)/C(=C\c3ccccc3)C(=N)N12	-0.5%	0%	1%	?	6	?	1	5%	4%	31%	-2%
CCCCC(CC)CNC(=O)CC1Nc2c3ccccc3nc(=S)n2C1=O (stereo not drawn)	-1.1%	50%[activator]	-9%	-16%	2	11%	-4	-2%	0%	3%	0%
CCCn1c(C)cc(C(=O)Cn2nnc3ccccc3c2=O)c1C	0.2%	1%	-2%	-15%	1	0%	8	-3%	5%	13%	7%
CC(C)(C)c1ccc(OCC(=O)N2CCN(c3ncccn3)CC2)cc1	-0.2%	0%	-1%	nt	nt	0%	-5	-1%	0%	-24%	-5%
O=C(Nc1cc(Cl)cc(Cl)c1)N1CCCC1	-0.5%	2%	-6%	nt	-1	?	-27	-1%	-5%	-8%	4%
CCCCOC(=O)NCN1C(=O)C2C3C=CC(C3)C2C1=O (stereo not drawn)	0.1%	3%	-4%	-8%	0	-2%	10	-2%	4%	9%	-4%
Cc1ccn2c(C(=O)CSc3ccc(Cl)cc3Cl)c(C)nc2c1	-1.0%	2%	-4%	1%	4	2%	21	-2%	-1%	0%	-1%
CN=C1SC(CC(=O)Nc2cccc(Cl)c2Cl)C(=O)N1C (stereo not drawn)	-0.1%	2%	-4%	-1%	0	-3%	-2	-3%	0%	-13%	9%
O=C(NCCN1CCN(C(=O)c2cccc(Br)c2)CC1)C(=O)Nc1ccc(Br)cc1	-0.1%	1%	-2%	0%	-4	?	-10	nt	2%	1%	-3%
O=C(CNC(=O)c1cccs1)Nc1cccc(S(=O)(=O)N2CCOCC2)c1	-0.3%	4%	-8%	nt	nt	-4%	-2	nt	-3%	19%	nt
CCn1c(SCC(=O)Nc2ccc(N3CCOCC3)cc2)nnc1-c1ccco1	-0.4%	3%	-1%	nt	nt	2%	-3	nt	20%	-1%	nt
O=C(C1CC1)N(Cc1ccco1)c1nc(-c2ccccc2)cs1	0.1%	-4%	2%	?	-10	?	2	18%	6%	9%	-1%
Cc1cccc(C(=O)Oc2ccc(/C=N/NC(=O)c3ccncc3)cc2)c1	0.4%	-5%	0%	13%	2	6%	-6	16%	5%	-29%	-1%
Cc1[nH]nc(-c2ccc(OCc3cnn(-c4ccccc4)c3)cc2O)c1Oc1ccccc1F	-0.4%	?	0%	?	1	-8%	4	1%	1%	-31%	3%

High-throughput results as filed in PubChem BioAssay.
